# BAZ2B block = qHTS Assay for Inhibitors of BAZ2B | AID 504333, 2011 | Potency, µM (doses to about 114 µM), for inactives: top-dose activity change, negative = inhibition, actives largely listed as inhibitors | 4.4% of 360,000 active | AlphaScreen BAZ2B-H3K14Ac peptide displacement | Bromodomain adjacent to zinc finger domain protein 2B (Homo sapiens), Q9UIF8; note: % is set by controls: 0 for no effect and ±100 for the full control effect; nearly all actives have a fitted effect of over 60% in size
#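 BAZ2B (50 nM) with biotin-H3(5-23)K14Ac peptide (50 nM) in PBS pH 7.4, 0.01% Tween-20, preformed 30 min, then compound 30 min at room temperature; top concentration 110uM. AlphaScreen streptavidin donor/nickel chelate acceptor beads (10 ug/mL final), 20 min dark, signal read.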
# G9a block = qHTS Assay for Inhibitors of Histone Lysine Methyltransferase G9a; Histone-lysine N-methyltransferase EHMT2 (Homo sapiens), Q96KQ7; G9a H3K9 monomethylation, AlphaScreen, 2 h; Potency, µM (highest dose often 102 µM), for the others: at the highest dose activity, negative = inhibition, most hits filed as inhibitors; 8.8% of 350,000 active; AID 504332, 2011; note: % is set by controls: 0 for no effect and ±100 for the full control effect; nearly all actives have a fitted effect of over 75% in size
#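 Enzyme 20 nM + cpd, 15 min RT; add b-H3K9 pep 500 nM / SAM 20 uM; 2 h RT; anti-H3K9me1 Ab 0.5 ug/mL + SA donor / anti-rabbit acceptor beads 20 ug/mL each, 10 min; AlphaScreen read.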
# APEX1 inh = qHTS Assay for Inhibitors of the Human Apurinic/apyrimidinic Endonuclease 1 (APE1); DNA repair nuclease/redox regulator APEX1 (Homo sapiens), P27695; recombinant APE1, TAMRA/BHQ-2 abasic DNA cleavage fluorescence; Potency, µM (top dose mostly 65.8 µM), for inactives: at the top dose activity change, negative = inhibition, usual class: inhibitors; 0.35% of 350,000 active;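 note: plate controls were vehicle for no effect and reference inhibitor for full effect; nearly all actives have a fitted effect of over 55% in size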
# Target sequence (P27695 whole entry, looked up): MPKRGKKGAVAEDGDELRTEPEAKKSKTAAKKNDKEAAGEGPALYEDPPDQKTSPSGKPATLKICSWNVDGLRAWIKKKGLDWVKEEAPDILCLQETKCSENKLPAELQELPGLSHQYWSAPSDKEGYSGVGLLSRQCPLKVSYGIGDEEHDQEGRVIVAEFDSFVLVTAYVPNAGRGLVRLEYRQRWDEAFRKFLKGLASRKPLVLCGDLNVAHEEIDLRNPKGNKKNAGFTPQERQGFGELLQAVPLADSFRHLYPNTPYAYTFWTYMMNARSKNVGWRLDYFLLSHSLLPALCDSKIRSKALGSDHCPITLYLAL
#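 Kinetic fluorescence read (525 ex/598 em nm, three reads 60 s apart) of AP-site incision; signal = third minus first read. Enzyme 0.75 nM, dual-labelled THF duplex 50 nM, compound preincubation 15 min RT.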
# POLI inh = qHTS for Inhibitors of Polymerase Iota | DNA polymerase iota (Homo sapiens), Q9UNA4 | Pol iota fluorescent replication assay, 10 min | Potency, µM (top dose mostly 115 µM), inactives show at the highest dose activity, negative = inhibition, usual class: inhibitors | 1% of 390,000 active | AID 588590, 2011
# Target sequence (Q9UNA4 whole entry, looked up): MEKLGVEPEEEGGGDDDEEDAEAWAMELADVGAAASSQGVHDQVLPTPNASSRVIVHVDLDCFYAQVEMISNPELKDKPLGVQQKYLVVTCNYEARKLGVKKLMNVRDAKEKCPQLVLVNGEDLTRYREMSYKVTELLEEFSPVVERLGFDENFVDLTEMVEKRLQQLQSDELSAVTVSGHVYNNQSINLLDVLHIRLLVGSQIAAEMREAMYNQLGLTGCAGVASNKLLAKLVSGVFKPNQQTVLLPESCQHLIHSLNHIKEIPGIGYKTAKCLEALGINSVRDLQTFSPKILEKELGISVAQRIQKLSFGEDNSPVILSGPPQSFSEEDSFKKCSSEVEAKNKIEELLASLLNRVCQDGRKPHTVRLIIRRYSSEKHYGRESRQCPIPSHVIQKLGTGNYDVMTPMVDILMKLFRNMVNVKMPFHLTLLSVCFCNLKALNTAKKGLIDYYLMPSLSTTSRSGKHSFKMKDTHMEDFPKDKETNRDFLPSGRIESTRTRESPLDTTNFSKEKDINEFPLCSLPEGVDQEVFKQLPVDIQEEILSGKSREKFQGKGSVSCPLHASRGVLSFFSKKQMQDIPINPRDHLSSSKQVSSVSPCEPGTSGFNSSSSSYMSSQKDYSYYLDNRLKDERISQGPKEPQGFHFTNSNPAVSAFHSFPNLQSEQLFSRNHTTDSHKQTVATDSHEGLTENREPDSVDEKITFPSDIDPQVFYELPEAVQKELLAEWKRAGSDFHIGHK
#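 Pol iota at 10 nM preincubated 15 min with compounds at room temperature; reaction started with fluorescent substrate, 50 nM final. Fluorescence read kinetically at 0 and 10 min; buffer-only wells as negative control.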
# POLB inh = qHTS Assay for Inhibitors of DNA Polymerase Beta | Pol beta primer extension/strand displacement, fluorescence kinetic | P06746 | 1.3% of 340,000 active | Potency, µM (highest dose often 114 µM), inactives show at the highest dose activity change, negative = inhibition, hits mostly inhibitors; note: % is set by controls: 0 for no effect and ±100 for the full control effect
#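 Curves were derived by four-parameter Hill fits of normalized qHTS data. The kinetic fluorescent primer-extension read was taken at 0 and 10 min after 50 nM substrate, following a 15 min room-temperature preincubation of 10 nM enzyme with compounds.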
# BLM inh = qHTS Assay for Inhibitors of Bloom's syndrome helicase (BLM) | 0.2% of 350,000 active | RecQ-like DNA helicase BLM (Homo sapiens), P54132 | AID 2528, 2010 | recombinant BLM DNA unwinding, fluorescence dequenching | Potency, µM (series often up to 56.1 µM), without a hit: top-dose activity change, negative = inhibition, usual class: inhibitors;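 note: plate controls were vehicle for no effect and no enzyme for full effect; nearly all actives have a fitted effect of over 35% in size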
# Apoferritin bind = qHTS Assay for Identification of Novel General Anesthetics | Potency, µM (highest dose often 77.5 µM), for inactives: at the highest dose activity change, negative = displacement, actives largely listed as inhibitors | AID 485281, 2010 | Ferritin light chain (Equus caballus), P02791 | apoferritin/1-aminoanthracene competitive binding, fluorescence | 0.074% of 350,000 active; note: % is set by controls: 0 for no effect and ±100 for the full control effect; nearly all actives have a fitted effect of over 20% in size
#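 10 uM apoferritin + 50% sat. 1-AMA, PBS; cpd 10 min RT; Ex380/Em535 endpoint; normalized to free probe vs complex; 4-param Hill fit; propofol titration as pos. ctrl.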
# Pol kappa inh = qHTS for Inhibitors of Polymerase Kappa; 0.53% of 400,000 active; DNA polymerase kappa (Homo sapiens), Q9UBT6; purified Pol kappa, fluorescent DNA synthesis assay, 10 min; Potency, µM (series often up to 107 µM), for the others: at the top dose activity, negative = inhibition, most hits filed as inhibitors; note: % is set by controls: 0 for no effect and ±100 for the full control effect
#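 50 nM final substrate added after 15 min RT preincubation of 10 nM Pol kappa with compound; fluorescence read at 0 and 10 min.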
# Pol eta inh = qHTS for Inhibitors of Polymerase Eta; 1.2% of 390,000 active; DNA polymerase eta (Homo sapiens), Q9Y253; recombinant Pol eta, fluorescent DNA replication assay; Potency, µM (highest dose often 114 µM), inactives show at the top dose activity change, negative = inhibition, most hits filed as inhibitors; note: % is set by controls: 0 for no effect and ±100 for the full control effect
#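 Fluorescent replication assay: 50 nM final substrate added after a 15 min room-temperature compound preincubation with 10 nM enzyme. Signal taken at 0 min and again at 10 min.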
# * = called active by the depositor; ? = inconclusive; . = no result given; [ ] = another dose, or the depositor's remark. Calls come from the whole dose curve; as a rule, active = well fitted curve in the direction sought with a large enough effect; inconclusive = small, poorly fitted or top-dose-only effect, or another doubt; inactive = no such curve, though single readings can be large; an effect the other way counts as inactive or inconclusive. Potency is the fitted concentration of half-maximal effect. A portion of the library (hit frequency here may not be typical).
# Values run as follows: BAZ2B block	G9a block	APEX1 inh	POLI inh	POLB inh	BLM inh	Apoferritin bind	Pol kappa inh	Pol eta inh
1. CC(C)CN(CC(C)C)C(=O)C12CCC(C)(C(=O)O1)C2(C)C (stereo unspecified)
  -1.0%	-14.4%[59 µM]	17.9%	13.7%	18.6%	-3.4%	-1.9%	1.3%	7.0%
2. COc1ccc(OCc2cc(C(=O)NC(C)Cc3ccccn3)no2)c(Cl)c1 (stereo unspecified)
  -26.9%	20.5%[0.0925 µM]	-10.3%	16.5%	-14.2%	-0.5%	?	-16.6%	1.2%
3. O=[N+]([O-])c1cc(-c2nc(-c3ccccc3)no2)ccc1NC1CCCCC1
  ?	?	.	43.8%[activator]	-1.3%	-10.3%	-9.5%	5.6%	-20.4%
4. Cn1nnnc1SCC(=O)N1N=C(c2cccs2)CC1c1cccs1 (stereo unspecified)
  .	.	20.9%	12.4%	.	.	.	-9.2%	-3.8%
5. N#Cc1cccc(NC(=O)Cn2nc(Cc3ccncc3)c3ccccc3c2=O)c1
  -3.6%	-28.4%[59 µM]	.	8.8%	15.2%	-5.1%	5.5%	-19.0%	-4.3%
6. O=C(Nc1cccc(S(=O)(=O)N2CCCCC2)c1)c1cc(=O)[nH]c2ccccc12
  .	.	-9.7%	5.5%	.	.	.	-7.6%	-12.9%
7. COc1cccc(N2C(=O)CC(N3CCc4ccccc4C3)C2=O)c1 (stereo unspecified)
  1.0%	.	4.0%	29.1%	37.2%	-1.9%	-2.4%	-2.7%	-5.2%
8. CC(C)NC(=O)Nc1n[nH]c(Nc2ccc(Cl)cc2)n1
  -0.1%	-2.5%	3.3%	-4.2%	-0.9%	-1.8%	-8.1%	-1.4%	-17.5%
9. Cc1cc(NC(=O)Cc2ccsc2)ccc1Br
  8.3%	-10.9%	8.5%	-0.4%	0.2%	-7.5%	?	-10.7%[60.1 µM]	-11.4%
10. Cc1ccc(NC(=O)CN(C)C(=O)c2nn(C)c(=O)c3ccccc23)cc1
  5.9%	12.8%	2.5%	33.0%[activator]	2.4%	-2.6%	-9.3%	5.6%	-14.0%
11. Clc1ccc(OCCOCCNCc2ccccc2)cc1Cl
  ?	.	6.9%	13.8%	0.4%	-2.9%	?	0.6%	-1.2%
12. CCOC(=O)CS(=O)(=O)c1ccccc1
  -1.8%	-10.9%[59 µM]	-1.8%	11.1%	38.0%	-0.3%	-14.1%	-3.7%	0.3%
13. O=C(NCCCn1ccnc1)c1ccc(Br)o1
  ?	20.6%	-3.6%	18.4%	5.9%	0.0%	-4.4%	-21.2%	-7.0%
14. CCn1c(=O)cc(OCC(=O)NCc2ccc(C)o2)c2ccccc21
  3.9%	?	1.7%	-16.5%	12.0%	-7.6%	-13.1%	-16.4%	-1.2%
15. CC(/C=C1\SC(=S)N(CCC(=O)Nc2ccc(O)cc2)C1=O)=C\c1ccccc1
  -35.5%	-13.1%	-6.9%	16.8%	-2.5%	-4.1%	-9.0%	4.6%	-6.9%
16. CCC(C(=O)NC1CCCCCC1)n1nc(C)c2c(C)n(-c3ccccc3)nc2c1=O (stereo unspecified)
  -21.6%	76.8%	80.3%[activator]	19.8%	-3.0%	-0.1%	-9.5%	9.2%	-14.1%
17. CCCc1nc2oc3c(NCC(C)O)ncnc3c2c2c1CCCC2 (stereo unspecified)
  19.2%	.	0.2%	13.4%	-0.3%	-1.5%	0.8%	-6.2%	0.7%
18. CCCCCC(=O)N1CC2(CC(c3cccc(NC(=O)[C@@H]4CCC(=O)N4)c3)=NO2)C[C@@H]1C(N)=O (stereo partly specified)
  1.2%	-0.2%[12.7 µM]	16.4%	5.5%	20.8%	0.1%	4.8%	-14.0%	1.1%
19. O=C(Nc1cccc(-c2cn3ccccc3n2)c1)C1CC1
  7.5%	12.4%[59 µM]	-3.5%	?	-5.4%	0.7%	3.5%	0.1%	-1.6%
20. CCn1ccc2cc(S(=O)(=O)N3CCC(C(=O)NCCc4ccccc4)CC3)ccc21
  -3.9%	3.0%[59 µM]	.	108.9%[activator]	?	-1.5%	6.9%	-3.1%[60.1 µM]	-16.2%
21. CCN(CC)c1nc(Oc2ccc(C(=O)NN)cc2)nc(Oc2ccc(C(=O)NN)cc2)n1
  -2.7%	8.8%	29.4%	7.7%	3.3%	-4.4%	-12.1%	-11.1%	3.0%
22. CCOc1ccccc1CN1CCNC(=O)C1CC(=O)NCc1nc(C)cs1 (stereo unspecified)
  -24.6%	?	38.1%[activator]	-29.4%	-1.7%	2.3%	-12.2%	-7.4%	-15.3%
23. OC(COCC1COc2ccccc2O1)CN1CCN(c2ccc(F)cc2)CC1 (stereo unspecified)
  ?	?	1.2%	0.0%	-9.4%	0.5%	-4.2%	-1.1%	-4.3%
24. CCOC(=O)c1cn(-c2ccccc2)nc1-c1cccnc1
  -1.6%	-2.3%[59 µM]	?	1.2%	-15.7%	-6.5%	0.8%	-6.8%	-14.9%
25. CCSc1nc2c(cnn2-c2ccc(C)c(C)c2)c(=O)[nH]1
  5.9%	4.2%	2.8%	19.9%	1.5%	-2.8%	-3.1%	8.5%	?
26. COc1cccc(/C=N/NC(=O)c2ccc(=O)n(C)c2)c1O
  ?	16.0%[59 µM]	-5.3%	240.6%[activator]	-17.4%	-3.3%	-4.8%	-4.2%	?
27. CCCc1cc(=O)[nH]c(SCC(=O)OCc2ccccc2)n1
  -0.4%	?	7.1%	-2.5%	-10.8%	-2.5%	?	-17.6%	3.3%
28. CCN(CC)S(=O)(=O)c1cccc(C(=O)Nc2cc3oc4ccccc4c3cc2OC)c1
  -5.7%	6.9%[59 µM]	4.1%	-27.0%	7.0%	-5.1%	-6.6%	4.5%	-16.7%
29. CC1=CC(C)(C)Nc2ccc(OC(=O)CCN3C(=O)c4ccccc4C3=O)cc21
  35.5µM*	20µM*	-6.0%	13.1%	0.8%	-1.7%	?	-17.8%	?
30. COC(=O)c1cc(-c2c(C)oc3cc(OC)ccc3c2=O)c(C)o1
  0.4%	?	-8.2%	11.3%	23.6%	-0.4%	-13.1%	2.8%	-5.3%

# Two compounds from above, showing only Pol kappa inh.
item	Compound	Pol kappa inh
29	CC1=CC(C)(C)Nc2ccc(OC(=O)CCN3C(=O)c4ccccc4C3=O)cc21	-17.8%
30	COC(=O)c1cc(-c2c(C)oc3cc(OC)ccc3c2=O)c(C)o1	2.8%

# The list continues.
# Values run as follows: BAZ2B block	G9a block	APEX1 inh	POLI inh	POLB inh	BLM inh	Apoferritin bind	Pol kappa inh	Pol eta inh
31. CCn1c(C(=O)O)c(CC(=O)Nc2ccc(Br)cc2C)c2ccccc21
  -20.8%	-35.4%	53.6%[activator]	-15.9%	?	0.8%	-1.3%	7.6%	-10.9%
32. Cc1cc(C)cc(-n2nc(C)cc2N)c1
  7.5%	22.9%	-3.4%	8.2%	?	-6.6%	?	-12.6%	-3.8%
33. O=C(Cn1cc2c(n1)CCCC2)NCCCN1CCCC1
  2.6%	-14.6%	-12.2%	7.9%	14.8%	-0.2%	0.5%	7.7%	-11.1%
34. Cc1c(Br)c(C(F)(F)F)nn1CC(=O)N1CCCC1
  2.6%	9.4%[59 µM]	0.1%	9.1%	29.4%	3.9%	-7.3%	-5.9%	9.5%
35. O=C(O)C1C2C=CC(C2)C1C(=O)NC1CCN(Cc2ccccc2)CC1 (stereo unspecified)
  -0.8%	10.8%[2.33 µM]	-2.1%	9.3%	-13.3%	-0.5%	-7.3%	-10.9%	2.7%
36. CCCn1ncc(CN2CCN(Cc3ccc(C)o3)C(CCO)C2)c1C (stereo unspecified)
  -12.7%	5.6%	-0.1%	26.9%	8.5%	-1.5%	-7.5%	-5.7%	-6.5%
37. CS(=O)(=O)N(Cc1ccccc1)c1ccc(C(=O)Nc2ccccc2Sc2ccccc2)cc1
  5.2%	1.5%[59 µM]	9.5%	26.5%	-1.2%	-2.1%	-1.5%	1.0%	-25.6%
38. Cc1cc(C)c2c(c1)NC(=O)C2(O)c1c[nH]c2ccccc12 (stereo unspecified)
  -27.5%	-3.4%[59 µM]	.	17.4%	1.5%	-5.0%	-5.8%	4.5%	-15.5%
39. CC(=O)C1(O)C(C)CC2C3CCC4CC(O)CCC4(C)C3=CCC21C (stereo unspecified)
  10.3%	-13.1%	-1.3%	12.7%	38.6%	-6.2%	-9.8%	-12.4%	-7.2%
40. Cc1cccc(N2CCN(c3ccc(NC(=O)/C=C(/C(=O)O)c4ccccc4)cc3)CC2)c1
  ?	8.91µM*	-0.8%	8.7%	-0.4%	-3.1%	-14.7%	-15.3%	-13.3%

# Quoted from above: nos. 36–39
# Values run as follows: BAZ2B block	G9a block	APEX1 inh	POLI inh	POLB inh	BLM inh	Apoferritin bind	Pol kappa inh	Pol eta inh
36. CCCn1ncc(CN2CCN(Cc3ccc(C)o3)C(CCO)C2)c1C (stereo unspecified)
  -12.7%	5.6%	-0.1%	26.9%	8.5%	-1.5%	-7.5%	-5.7%	-6.5%
37. CS(=O)(=O)N(Cc1ccccc1)c1ccc(C(=O)Nc2ccccc2Sc2ccccc2)cc1
  5.2%	1.5%[59 µM]	9.5%	26.5%	-1.2%	-2.1%	-1.5%	1.0%	-25.6%
38. Cc1cc(C)c2c(c1)NC(=O)C2(O)c1c[nH]c2ccccc12 (stereo unspecified)
  -27.5%	-3.4%[59 µM]	.	17.4%	1.5%	-5.0%	-5.8%	4.5%	-15.5%
39. CC(=O)C1(O)C(C)CC2C3CCC4CC(O)CCC4(C)C3=CCC21C (stereo unspecified)
  10.3%	-13.1%	-1.3%	12.7%	38.6%	-6.2%	-9.8%	-12.4%	-7.2%

# Screens from PubChem.
